# Source: PubChem (several laboratories)
# S1P4 antag – human S1P4 receptor antagonism | AID 1510 | S1P4-expressing cells, antagonist mode, reporter read-out | O95977 | inhibition, % at 4.98 µM | hit rate 0.26% among 220,000; in the data active means inhibition above about 29%;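 further: 0% = wells stimulated with agonist and 100% = vehicle wells without agonist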
# TRPML3 ag – human mucolipin-3 channel agonism; Q8TDD5; HEK293 TRPML3-YFP, Fluo-8 calcium fluorescence; 100% = the carbachol control signal; activation, % at 3 µM; hit rate 0.29% among 220,000; AID 1448;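 active means activation above its plate's cutoff, the mean activation of the plate's test wells plus 3 SD, cut at about 12% in these data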;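 further: 0% = DMSO only wells and 100% = carbachol wells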
# Target sequence (Q8TDD5 whole entry, looked up): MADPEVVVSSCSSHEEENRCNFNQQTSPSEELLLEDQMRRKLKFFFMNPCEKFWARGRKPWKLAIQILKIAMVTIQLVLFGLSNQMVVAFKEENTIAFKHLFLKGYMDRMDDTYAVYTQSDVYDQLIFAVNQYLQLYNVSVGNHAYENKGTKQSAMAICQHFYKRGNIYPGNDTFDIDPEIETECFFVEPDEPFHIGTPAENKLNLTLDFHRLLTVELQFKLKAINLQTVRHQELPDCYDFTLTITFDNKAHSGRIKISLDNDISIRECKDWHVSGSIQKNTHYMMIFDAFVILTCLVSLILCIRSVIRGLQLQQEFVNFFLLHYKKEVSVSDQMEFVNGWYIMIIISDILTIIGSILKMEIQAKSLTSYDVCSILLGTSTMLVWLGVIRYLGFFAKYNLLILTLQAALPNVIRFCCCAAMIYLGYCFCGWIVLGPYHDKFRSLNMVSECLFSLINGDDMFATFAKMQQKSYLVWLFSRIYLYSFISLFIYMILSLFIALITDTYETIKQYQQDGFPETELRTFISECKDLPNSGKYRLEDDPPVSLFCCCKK
#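 Test system: TRPML3-YFP stable HEK293 cells. Doses: single point at 3 µM. Incubation: dye loading 1 h 37 °C then 30 min ambient, 125 s read. Signal: Fluo-8 calcium dye fluorescence, ex 470-495, em 515-575 nm. Measure: percent activation from peak-to-basal fluorescence ratio, scaled between DMSO and carbachol.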
# NPY Y1 blocker – NPY-Y1 (human) receptor antagonism | inhibition, % at 3.6 µM | HEK293-CNG Y1 cells, membrane potential fluorescence; NPY at EC95, then isoproterenol | P25929 | hit rate 1% among 200,000;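 active means inhibition above the campaign mean inhibition of all tested compounds plus 3 SD, cut at about 20% in these data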;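 further: 0% = DMSO wells given NPY plus isoproterenol and 100% = isoproterenol alone without NPY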
#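 Material: Y1- and CNG-channel-expressing HEK293 cells / Probe or stimulus: NPY 25 nM then isoproterenol 1 µM plus Ro 20-1724 25 µM / Doses: 3.6 µM single dose, DMSO 0.4% / Schedule: compound incubation 1 h at room temperature, readout 45 min post-stimulation / Signal: membrane potential fluorescence / Benchmarks: isoproterenol-only wells as full block versus NPY-plus-isoproterenol wells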
# NPY1 pot ag – potentiates or activates human NPY-Y1 receptor; P25929; NPY-Y1 expressing cells, potentiator/agonist activation; activation, % at 3.6 µM; hit rate 0.37% among 220,000; in the data active means activation above about 33%, passing the limit was not always enough;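 further: cells stimulated with NPY at EC10 then isoproterenol at EC100; 0% = low agonist plus stimulus and 100% = saturating agonist plus stimulus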
# TRPN1 ag – zebrafish TRPN1 (NompC) channel agonism. HEK293 zebrafish TRPN1-YFP, Fluo-8 calcium fluorescence; 100% = response to 87 µM carbachol. activation, % at 3 µM. hit rate 0.18% among 220,000;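 active means activation above its plate's cutoff, the mean activation of test wells on that plate plus 3 SD, cut at about 19% in these data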;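 further: 0% = DMSO alone and 100% = 87 µM carbachol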
#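 Material: zebrafish TRPN1-YFP in HEK293 cells; Doses: single test compound dose, 3 µM nominal, 0.3% DMSO; Timing: dye loading 1 h at 37 °C, then 30 min room temperature; Technique: intracellular calcium fluorescence with Fluo-8; Benchmarks: high carbachol 87 µM, low DMSO alone.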
# CHOP inhibitor – inhibitors of CHOP induction in ER stress response. CHO-K1 CHOP-promoter luciferase, tunicamycin-induced, 15-18 h. inhibition, % at 10 µM. hit rate 3.8% among 220,000;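 active means compounds that reduced the stress-induced luciferase reporter signal by more than about 70% of percent inhibition, limit read from the data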;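 further: 0% = tunicamycin plus vehicle and 100% = wells without tunicamycin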
# EP2 mod – modulates human prostaglandin E2 receptor EP2 signaling | AID 940 | hit rate 0.83% among 260,000 | EP2-expressing cells, cAMP HTRF FRET, PGE2 co-stimulation | induction, % at 25 µM | P43116;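 active means compounds whose cAMP rise, as percent of the full-agonist control response, exceeds 60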;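 further: rat C6 glioma line stably carrying human EP2 under a CMV promoter; the protocol text gives 20 µM as final concentration; 100% = response of wells given 1 µM PGE2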
# Target sequence (P43116 whole entry, looked up): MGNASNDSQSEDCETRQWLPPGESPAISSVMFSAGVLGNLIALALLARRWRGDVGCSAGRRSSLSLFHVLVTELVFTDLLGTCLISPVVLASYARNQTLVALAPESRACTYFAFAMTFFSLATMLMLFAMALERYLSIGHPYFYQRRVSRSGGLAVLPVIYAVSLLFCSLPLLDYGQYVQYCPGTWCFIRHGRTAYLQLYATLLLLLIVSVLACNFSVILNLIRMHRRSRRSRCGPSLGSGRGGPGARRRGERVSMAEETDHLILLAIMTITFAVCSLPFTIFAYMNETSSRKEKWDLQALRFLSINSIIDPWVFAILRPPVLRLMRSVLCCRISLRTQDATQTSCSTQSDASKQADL
# NPY2 pot ag – potentiators or agonists of human neuropeptide Y receptor Y2; activation, % at 3.6 µM; cells expressing NPY-Y2, potentiator/agonist read-out; hit rate 0.45% among 220,000; in the data active means activation above about 27%;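 further: cells stimulated with NPY near EC25 plus isoproterenol at EC100; 0% = vehicle plus submaximal agonist and 100% = vehicle plus saturating agonist; some results beyond the cut were filed as inactive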
# S1P4 agonist – activates the human S1P4 receptor; O95977; S1P4-expressing cell line, agonist reporter assay; activation, % at 4.98 µM; hit rate 0.35% among 220,000; in the data active means activation above about 11%;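 further: 0% = DMSO vehicle and 100% = reference agonist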
# * hit, by the source's call; · = not tested or not shown; & = joins results of further samples. The order is random; any-hit rate near 6.5%.
SMILES,S1P4 antag,TRPML3 ag,NPY Y1 blocker,NPY1 pot ag,TRPN1 ag,CHOP inhibitor,EP2 mod,NPY2 pot ag,S1P4 agonist
CN(CC(=O)N1CC(=O)N(CCc2ccccc2)C(=O)C1)S(=O)(=O)c1cccc2nsnc12,-3,0.7,-3,-20,0.7,10,4,-13,-0.3
CCOc1cc(CNCc2cccs2)cc(Br)c1OCC,-9,0.1,9,-12,-0.6,47,-15,-14,0.9
COc1ccc(Cc2nnc(SCC(=O)Nc3ncc(C)s3)o2)cc1,-32,0.6,-2,8,0.4,-1,-1,14,2.3
CCNC(=S)N1CCN(c2cccc(C(F)(F)F)c2)CC1,-29,0.4,8,11,0.1,-1,-29,12,0.4
Nc1ncnc(N(c2ccccc2)C2CCCCC2)c1[N+](=O)[O-],-18,-1.4,3,7,-1.0,12,-19,8,1.3
O=C(Nc1nc(-c2cc(Cl)sc2Cl)cs1)c1cccs1,-17,0.8,18,-41,0.0,35,0,-20,0.5
CCOc1ccc(OCC)c(NC(=O)CCn2cccc2)c1,5,-0.3,-4,-3,0.2,33,12,-3,1.6
Cc1oc(-c2ccccc2)nc1C(=O)OCC(=O)NC(=O)NCC(C)C,-1,-0.7,-1,3,0.8,48,17,14,0.1
Cc1cc(NC(=O)c2cncc(Br)c2)no1,-25,0.1,-3,7,-0.6,-3,-1,-8,-0.1
Cc1ccc(NC(=O)CN(C)C(=O)c2ccc(C(F)(F)F)cc2)cc1,-1,0.6,7,-21,-0.5,3,12,-10,2.1
Cc1ccc(S(=O)(=O)N2CCOCC2)cc1C(=O)N(C)CCOc1ccc(Cl)cc1,-11,1.2,·,14,7.0,-5,-29,5,0.6
Cc1cc2oc(=O)cc(C)c2cc1NC(=O)CCl,3,0.3,·,2,2.0,-8,10,-1,0.0
CC(CCc1ccccc1)NC(=O)C1CCCN(c2nnc(-n3cccc3)s2)C1 (configuration not stated),-5,-0.3,7,-35,-0.3,-8,-27,-14,1.8
COc1ccccc1CNC(=O)c1cccc(N(C)C)c1,-3,0.2,1,10,0.0,23,-5,17,-2.8
O=C1NC2(CCCCCC2)N=C1c1ccc(F)cc1,-3,0.8,-2,-11,-1.5,40,2,-1,-3.6
COC(=O)C1CCN(c2ccc(Cl)nn2)CC1,-12,0.6,-2,-20,0.5,-20,18,2,-0.7
C=CCn1c(Br)nc2c1c(=O)[nH]c(=O)n2C,1,0.2,8,18,0.8,16,0,18,-1.1
O=C1C(CCS(=O)c2ccccc2)C(=O)N(c2ccccc2)N1c1ccccc1 (configuration not stated),-24,0.4,2,9,-0.4,40,39&4,7,3.9
CC(OC(=O)c1ccco1)C(=O)Nc1ccc(Cl)cn1 (configuration not stated),-2,-0.2,-5,10,-1.5,26,8,14,1.2
O=C1c2cccnc2C(=O)N1C1CCCCC1,-21,0.3,5,-4,-0.2,-19,35,0,0.1
O=C(OCc1cc2ccccc2[nH]c1=O)c1ccncc1,1,0.9,-4,-27,1.4,22,9,-18,-2.9
CCOC(=O)c1ccc(NC(=S)NN2CCN(C)CC2)cc1,-16,0.7,-1,18,1.3,-13,-25,16,-0.7
O=C(c1cccc(C(F)(F)F)c1)N1CCCCCC1,-9,-0.5,3,-27,0.6,18,4,-1,1.7
Cc1cc(C)n(-c2cc(-c3ccccc3)nc(C)n2)n1,2,-0.4,3,-22,-0.2,55,69*,-14,2.0
Cc1oc2cc(OC(=O)c3ccco3)ccc2c(=O)c1-c1nc2ccccc2n1C,-13,0.5,-3,-3,-0.7,32,25,-9,12*
# Next part.
SMILES,S1P4 antag,TRPML3 ag,NPY Y1 blocker,NPY1 pot ag,TRPN1 ag,CHOP inhibitor,EP2 mod,NPY2 pot ag,S1P4 agonist
Cc1cc(C)nc(N/N=C/c2cc(C)n(CC(F)(F)F)c2C)n1,-23,1.3,9,7,1.4,3,2,14,1.3
CCCCC(=O)NC(c1ccco1)c1c(O)ccc2ccccc12 (configuration not stated),12,-0.9,0,-4,-2.5,12,-2,-10,0.0
CNC(=O)Nc1ccccc1C(=O)NCc1ccccc1,-5,0.3,1,-5,0.5,18,24,-4,0.8
O=C1C(C=NCc2cccnc2)=C(O)c2ccccc21,-19,0.5,-6,-11,0.5,8,-2,-10,0.8
CC(SC#N)C(=O)C12CC3CC(CC(C3)C1)C2 (configuration not stated),8,1.6,1,-1,-0.9,-27,28,-5,-2.5
CCOC(=O)C1CCCN(C(=O)c2cc3nc(-c4cccc(OC)c4)cc(C(F)(F)F)n3n2)C1 (configuration not stated),0,0.1,3,-11,-1.5,36,-60,-7,0.3
COc1ccc2[nH]c(=O)c(C(c3nnnn3CC3CCCO3)N3CCc4ccccc4C3)cc2c1 (configuration not stated),2,0.0,-5,2,1.2,·,·,4,0.6
c1ccc2c(c1)CCN(c1nc(CN3CCOCC3)nc3sc4c(c13)CCCC4)C2,-13,-0.3,23*,-71,-0.5,85*,24,-12,0.0
COc1ccc(CCNC(=O)c2cnn3c(C(F)F)cc(C)nc23)cc1OC,-3,0.4,10,-23,0.4,-10,1,-13,1.2
Cc1cc(C)c2cc(CN(CCO)C(=O)Nc3ccc(F)cc3)c(=O)[nH]c2c1,-4,0.3,-2,-21,-0.3,14,-6,3,0.4
O=C1NN(c2ccccc2)C(=O)/C1=C/c1ccc(Sc2ccc(Cl)cc2)o1,-4,0.1,·,12,1.2,98*,-39,7,1.1
CCCNC(=O)Cn1c(-c2ccc(F)cc2)cc(C(=O)OCC)c1C,-20,0.4,10,-4,0.0,15,41,-1,0.3
Cc1cc(Cl)ccc1OCCCC(=O)OCC(=O)c1c(N)n(C)c(=O)n(C)c1=O,2,0.2,·,-24,-0.1,3,-35,-6,-0.9
CSc1ccccc1-c1nnc(-c2ccc(C)cc2)o1,4,0.0,16,-45,-1.5,13,48,-29,-0.4
CN1CC(c2ccccc2)C2(SC(=S)N(Cc3ccco3)C2=O)C12C(=O)Nc1ccccc12 (configuration not stated),6,0.6,5,-21,-0.2,101*,61*,-5,0.7
CCCOC(=O)c1[nH]c2c(c1C)C(=O)CC(c1ccc(OC)c(OC)c1)C2 (configuration not stated),10,0.9,-2,-19,1.6,-10,29,21,1.4
Cc1ccc(C(=O)c2sc3nsc(C)c3c2N)cc1,15,0.1,-7,10,-0.8,18,-16,1,-2.4
Cc1ccc(C(=O)NCC(c2ccc(F)cc2)N2CCOCC2)cc1 (configuration not stated),-4,-0.4,·,-3,-1.4,-25,-5,-14,-1.8
COc1cc2c(cc1OC)CN(C(=S)Nc1c(C)cccc1C)CC2,9,0.8,2,1,0.9,-5,-9,0,1.0
Cc1ccc(OCC(=O)N/N=C/C=C/c2ccco2)cc1,12,-0.3,-2,0,-0.1,-8,8,-16,-2.7
CC(=O)NC(=S)Nc1cccc([N+](=O)[O-])c1,-5,0.8,3,21,2.5,38,17,12,3.2
CC(C)Cn1c(NCCO)nc2ccccc21,-3,0.8,0,-15,-0.1,3,-7,6,1.7
CN1CCN(C(=O)c2ccc(N(Cc3ccc(Cl)cc3)S(C)(=O)=O)cc2)CC1,7,1.9,-4,3,2.9,-4,-16,-2,2.5
NS(=O)(=O)c1ccc(C(=O)O)cc1,-15,0.5,7,9,-0.4,6,8&6,-4,1.3
CC(C)(C)c1ccc(-c2noc(CCC(=O)N3CCOCC3)n2)cc1,-3,0.6,2,-28,3.1,29,5,-22,0.6

# Looked up by structure from above (5):
SMILES,S1P4 antag,TRPML3 ag,NPY Y1 blocker,NPY1 pot ag,TRPN1 ag,CHOP inhibitor,EP2 mod,NPY2 pot ag,S1P4 agonist
Cc1cc(NC(=O)c2cncc(Br)c2)no1,-25,0.1,-3,7,-0.6,-3,-1,-8,-0.1
NS(=O)(=O)c1ccc(C(=O)O)cc1,-15,0.5,7,9,-0.4,6,8&6,-4,1.3
COc1ccc(CCNC(=O)c2cnn3c(C(F)F)cc(C)nc23)cc1OC,-3,0.4,10,-23,0.4,-10,1,-13,1.2
Cc1cc2oc(=O)cc(C)c2cc1NC(=O)CCl,3,0.3,·,2,2.0,-8,10,-1,0.0
CCCOC(=O)c1[nH]c2c(c1C)C(=O)CC(c1ccc(OC)c(OC)c1)C2 (configuration not stated),10,0.9,-2,-19,1.6,-10,29,21,1.4

# Later entries:
SMILES,S1P4 antag,TRPML3 ag,NPY Y1 blocker,NPY1 pot ag,TRPN1 ag,CHOP inhibitor,EP2 mod,NPY2 pot ag,S1P4 agonist
COc1ccc(-n2cc3c(-c4cccc(Br)c4)nnc(C)c3n2)cc1,-16,-1.2,2,-25,-2.8,-8,-1,-19,0.9
O=C(CCC(=O)Nc1ccccc1Cl)N/N=C/c1c[nH]c2ccccc12,0,0.3,4,2,1.6,5,-88,0,-0.2
COCCn1cnc2c1c(=O)n(CC(=O)c1ccc3c(c1)OCCO3)c(=O)n2Cc1ccccc1,-3,1.1,·,7,0.5,-11,37,-4,-1.2
CC1CCCN(C(=O)CSc2nnc(-c3ccc(S(=O)(=O)N4CCOCC4)cc3)n2C)C1 (configuration not stated),-10,0.8,-2,6,0.9,-7,35&-17,9,-2.2
O=C1CC(c2ccccc2)CC(=O)N1c1ccccc1,10,0.1,·,7,-1.4,-5,12,7,0.7
CCc1ccc(N2C(=O)CN(Cc3ccc(OC)c(OC)c3)C2=S)cc1,-18,0.2,-6,19,2.1,38,14,8,-1.4
O=C(N/N=C/c1cc2c(cc1Br)OCO2)c1c[nH]c2ccccc12,-9,-0.1,2,-4,-0.7,1,-77,-12,1.1
Cc1ccsc1/C=N/NC(=O)Cc1cccn1C,-10,0.6,-6,-18,1.9,-6,8,8,0.3
CSc1nc2ccc(S(=O)(=O)N(C)C)cc2s1,-6,1.0,1,-5,-0.6,31,-16,-4,3.3
Cn1cc(Br)c(C(=O)NN2C(=O)C3C4C=CC(C5CC45)C3C2=O)n1 (configuration not stated),-4,0.8,-1,23,0.5,15,21,11,0.2
Cc1cc(OCC(=O)Nn2cnnc2)ccc1Br,-14,0.6,1,-5,0.1,-20,1,-4,0.4
CCN(CC)S(=O)(=O)c1ccc2c(c1)nc(CCC(=O)Nc1ccccc1Cc1ccccc1)n2CC,4,-0.2,-6,5,-1.0,8,29,-4,-2.2
O=C(Nc1cccc(Cl)c1)c1ccc(OC(=S)N2CCOCC2)cc1,-14,1.4,2,-4,5.3,31,-53,4,-0.4
CCC1=NN(C(=O)CCc2ccc3c(c2)OCO3)C(O)(C(F)(F)F)C1 (configuration not stated),-13,0.0,2,-18,-0.7,-3,26&52,-16,1.2
CC1(C)CC2(CCO1)OC(=O)CC2C(=O)Nc1ccc(Br)cc1 (configuration not stated),-3,0.7,·,1,1.0,-11,-1,0,1.0
CCCCNCCOc1ccccc1-c1ccccc1,-14,0.8,30*,-30,-1.7,26,1,3,-0.9
Cc1cc(C)c2[nH]c(=O)c(C(c3nnnn3Cc3ccc4c(c3)OCO4)N3CCCC3)cc2c1 (configuration not stated),-16,0.3,6,-10,-1.1,-5,-14,8,1.4
